High-throughput results: PubChem, several laboratories
ZTA DNA inh – blocks Epstein-Barr virus ZTA, an EBNA-1 counter-screen; P03206; ZTA-DNA binding, fluorescence polarization; inhibition, % at 11 µM; hit rate 0.15% among 320,000; AID 2234; in the data active means inhibition above about 33%
LAP4-GFP MLPCN – modulators of LAP4-GFP expression in yeast, primary screen, S. cerevisiae, multiplex flow cytometry, MLPCN library. 3 h; median GFP as percent of DMSO wells. AID 2023, 2009. GFP response vs DMSO, % at 10 µM. hit rate 0.34% among 320,000;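 active means GFP response vs DMSO above a set limit, about the screen mean plus 3 SD, cut at about 150% in these data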
EBNA-1 inhibitor – EBNA-1 DNA-binding inhibitors, primary screen, biochemical, fluorescence polarization; inhibition, % at 14.8 µM; hit rate 0.34% among 300,000; AID 1950, 2009; in the data active means inhibition above about 28%
MEP2-GFP yeast – modulators of MEP2-GFP levels in yeast, primary screen, S. cerevisiae, multiplex flow cytometry, MLPCN library | hit rate 0.51% among 330,000 | GFP response vs DMSO, % at 10 µM | S. cerevisiae MEP2-GFP strain, 3 h; 100% = DMSO control level;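 active means GFP response versus DMSO above a set limit, roughly screen mean plus 3 SD, cut at about 180% in these data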;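 further: median GFP fluorescence of the barcode-gated MEP2-GFP cells per well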
procasp7 counter – procaspase-7 activators, primary screen, counter-screen for procaspase-3 activator project, biochemical, absorbance, HTS, human; recombinant procaspase-7, Ac-DEVD-pNA absorbance 405 nm; D23A/D198A/D206A triple mutant, cannot self-cleave; scale: DMSO 0, 5 µM enzyme 100; activation, % at 8.5 µM; hit rate 0.093% among 330,000; AID 463210, 2010;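 active means percent activation above the screen-wide mean plus 3 SD, cut at about 25% in these data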
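Test system: Procaspase-7 triple mutant (PC-7 D3A). Also added: Ac-DEVD-pNA substrate, 400 µM as added. Schedule: 1 h enzyme–compound preincubation and 2 h substrate reaction, both 25 °C. Signal: p-Nitroaniline absorbance at 405 nm, read at 0 and 120 min. Control set: low DMSO alone, high DMSO plus 5 µM PC-7.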
AHR act – AHR activators, primary screen, cell-based, luminescence, luciferase reporter, human. hit rate 2.5% among 320,000. Aryl hydrocarbon receptor (Homo sapiens), P35869. activation, % at 5 µM. AHR-responsive luciferase reporter cells; in the data active means activation above about 47%;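 further: 0% = vehicle wells and 100% = reference agonist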
RPL19A-GFP yeast – RPL19A-GFP expression modulators in yeast, primary screen, cell-based, S. cerevisiae, multiplex flow cytometry, MLPCN; hit rate 0.3% among 330,000; S. cerevisiae RPL19A-GFP strain, 3 h; active compounds read low; percent response vs DMSO, % at 10 µM;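 active means percent response vs DMSO below 50%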;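 further: median channel GFP fluorescence of the barcoded RPL19A-GFP strain; ratio of sample median GFP to plate DMSO average so 100% = DMSO; lower means less RPL19A-GFP as with rapamycin TOR inhibition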
proCasp3 act – activators of human procaspase-3 D3A mutant, primary screen, biochemical, absorbance, PC-3 D3A mutant, single concentration; Caspase-3 (Homo sapiens), P42574; recombinant procaspase-3 D3A, Ac-DEVD-pNA absorbance 405 nm; hit rate 0.11% among 330,000; AID 463141, 2010; activation, % at 8.5 µM;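 active means activation above the mean of all tested compounds plus 3 SD, cut at about 21% in these data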;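 further: 0% = DMSO alone and 100% = DMSO wells spiked with extra 5 µM PC-3 D3A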
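Assay system – Procaspase-3 D3A mutant · Benchmarks – DMSO low control, extra-enzyme high control · Technique – 405 nm absorbance of p-nitroaniline, reads at 0 and 120 min · Doses – 8.5 µM nominal · Measure – % activation between DMSO and enzyme-spiked controls · Also added – Ac-DEVD-pNA chromogenic peptide substrate · Schedule – 1 h compound preincubation, 2 h substrate hydrolysis at 25 °C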
Starred values were filed as active, the others as inactive; . = not tested or not shown; [ ] = remark or other dose.

Values run as follows: ZTA DNA inh	LAP4-GFP MLPCN	EBNA-1 inhibitor	MEP2-GFP yeast	procasp7 counter	AHR act	RPL19A-GFP yeast	proCasp3 act
> COc1ccc(CN(Cc2nc3ccccc3c(=O)[nH]2)C(=O)C(C)(C)C)cc1
→ 4	.	-13	88	3	2	92	10
> O=C(CNC(=O)c1ccccc1)OCc1nc2ccccc2s1
→ -5	104	14	109	-13	19	104	2
> COc1ccc(O)c(/C=N/NC(=S)Nc2cccc(S(=O)(=O)N(C)C)c2)c1
→ 13	93	-5	91	-12	1	94	-14
> O=C(C1CC1)N(CCc1ccccc1)Cc1nc2ccccc2c(=O)[nH]1
→ 7	109	4	108	9	5	108	-1
> CCOc1ccc(/C=N/NC(=S)Nc2c(C)cccc2C)cc1
→ -13	99	13	107	7	6	99	1
> COc1cccc(-n2c(Cn3nc(C(F)F)cc3C(F)F)n[nH]c2=S)c1
→ -8	89	1	96	-19	4	101	-5
> COc1cccc(OC)c1C(=O)Nc1sc2c(c1C#N)CCC2
→ 0	97	-11	111	-1	54*	106	2
> COc1ccc(S(=O)(=O)Nc2ccc(Cl)cn2)c(C)c1C
→ -7	107	-1	98	7	-2	101	-3
> C#CC[N+]1(CC#Cc2cccc3ccccc23)CCOCC1
→ -6	109	11	107	12	0	104	-5
> CSC(=NS(=O)(=O)c1ccc(C)cc1)SC
→ -5	103	6	100	4	8	100	3
> Cc1ccc(C)c(NC(=O)CN(C)C(=O)c2ccc(-c3cccc(C(F)(F)F)c3)o2)c1
→ 11	112	2	106	12	-1	102	3
> Cc1csc(=NC(=O)c2ccccc2)n1Cc1ccco1
→ -5	101	11	106	-9	4	101	1
> CCN(CC)CCNC(=O)CNC(=O)c1nn(-c2ccc(OC)cc2OC)c(=O)c2ccccc12
→ -14	105	-21	105	4	2	110	11
> COc1ccc(NS(=O)(=O)c2ccc(NC(=O)C3CCCO3)cc2)cc1 (stereo unspecified)
→ 8	108	9	98	10	1	104	-4
> O=C(O)c1ccccc1
→ .	99	.	100	5	1	103	-5
> O=C(C[N+]1(CC#Cc2ccccc2)CCOCC1)c1ccccc1
→ -3	113	-6	101	0	4	99	-4
> O=c1oc2ccccc2c(N2CCCCC2)c1[N+](=O)[O-]
→ -7	93	-9	100	-2	3	98	-3
> Cc1ccc2nc(C(F)(F)F)c(C#N)c(N)c2c1
→ 2	103	1	99	-3	11	94	4
> O=[N+]([O-])c1ccccc1N/N=C\c1ccccc1Cl
→ -10	89	-2	95	8	8	96	-9
> Cc1csc(SCc2nnc(-c3ccccc3Br)o2)n1
→ -7	105	-1	89	16	16	94	-1
> O=C(Cn1c(=O)cnc2ccccc21)Nc1cc(Cl)ccc1N1CCOCC1
→ .	113	.	99	4	2	92	-1
> O=C(/C=C/c1ccco1)NCCCN1CCOCC1
→ 4	102	-3	95	5	2	96	3
> CC1CCCC(C)N1C(=O)Cn1cc(/C=C2/C(=O)Nc3ccccc32)c2ccccc21 (stereo unspecified)
→ 19	95	-23	100	-2	39	86	-13
> Cc1ccc2nc(Cl)c(CNCc3ccccc3)cc2c1
→ -20	88	-6	99	6	4	100	1
> CCN(CC)CCNC(=O)/C(=C/c1cn(CC)c2ccccc12)NC(=O)c1cc(OC)c(OC)c(OC)c1
→ -14	87	2	98	-1	2	95	4
> CCN(CC)CCN(C(=O)/C=C/c1cccs1)c1nc2ccc(F)cc2s1
→ -11	119	-9	114	0	7	105	2
> O=C(Nc1nccs1)c1cc2sccc2n1Cc1ccc(Cl)cc1
→ 12	102	8	104	15	-3	100	3
> O=C(CC1CCCC1)Nc1cc(C(F)(F)F)ccc1-n1cncn1
→ 3	101	.	101	-6	32	102	-6
> CCc1cccc(C)c1NC(=S)N(CCCN1CCN(C)CC1)Cc1cccs1
→ 5	103	13	100	0	-1	98	4
> O=P1(O)C=C(c2ccccc2)NC(c2ccccc2)=C1
→ -1	99	-11	104	2	-1	96	0
> COc1ccc(OC)c(NC(=O)c2ccc(-n3cccn3)nc2)c1
→ -10	104	8	110	0	-9	99	13
> O=C(NCC(=O)N(c1cccc(F)c1)C(C(=O)NC1CCCC1)c1ccco1)c1ccco1 (stereo unspecified)
→ 3	97	-4	93	2	0	94	6
> COCCn1c(=S)[nH]c2cc(C(=O)N3CCCC(C)C3)ccc2c1=O (stereo unspecified)
→ -10	103	-2	106	-2	4	102	3
> O=C(c1ccco1)N1CCN(C(=O)c2cc(-c3ccncc3)nc3ccc(Br)cc23)CC1
→ -3	93	7	95	-3	11	95	2
> O=C(COC(=O)c1ccc(O)cc1)NCC1CCCO1 (stereo unspecified)
→ 10	97	-3	91	10	6	94	0
> COc1ccc(OC)c(S(=O)(=O)NC2CCN(Cc3ccccc3)CC2)c1
→ 8	88	-6	100	5	-3	98	-4
> Cc1ccccc1OCCSc1nc(N(C)C)nc(N(C)C)n1
→ -15	98	0	106	-1	1	104	6
> CCOc1ccc(C(C)C)cc1S(=O)(=O)n1nc(C)cc1C
→ 10	103	3	101	7	3	97	3
> COc1ccc(-c2ocnc2C(=O)N2CCN(C(=O)C(c3ccccc3)c3ccccc3)CC2)cc1
→ -11	99	-7	99	10	-2	100	-15
> COc1ccc(NC(=O)CSc2nc3ccccc3c3nc4ccccc4n23)cc1
→ 6	61[may fluoresce violet]	-15	124[may fluoresce violet]	1	0	24*[may fluoresce violet]	-6
> COc1ccc(C(=O)N[C@H](C(=O)OCC(=O)NC(=O)c2cccn2C)C(C)C)cc1
→ 2	97	2	98	-1	1	97	7
> Cc1nc(C)c(C(=O)OCC(=O)NCc2ccccc2)s1
→ 7	100	.	100	-2	0	96	3
> COc1ccc(NC(=S)N2CCC(NC(=O)c3cccc(C)c3)CC2)cc1
→ -13	89	10	95	-17	1	94	-10
> O=C1C2C3c4ccccc4C(c4ccccc43)C2C(=O)N1/N=C/c1cccc(O)c1 (stereo unspecified)
→ -10	86	-6	90	7	2	95	-7
> COC(=O)c1cc(COc2ccc3ccc(=O)oc3c2)c(C)o1
→ 6	95	-1	97	11	-5	95	-4
> Cc1oc(-c2ccccc2F)nc1CS(=O)(=O)CC(=O)NCCCN1CCc2ccccc2C1
→ 11	105	0	112	7	3	105	8
> CCn1c(SCC(=O)Nc2ccc3[nH]c(=O)[nH]c3c2)nc2ccccc21
→ -6	100	.	96	-3	25	91	-4
> CN(C)C(=O)c1ccc2c(c1)n(C)c(=O)n2C
→ -2	101	-2	99	-2	-2	94	1
> Cc1ccc(-c2csc3ncnc(SCC(N)=O)c23)cc1
→ 5	116	8	100	-1	3	97	-3
> Cc1ccccc1N=C1NC(=O)CC(c2ccccc2)S1 (stereo unspecified)
→ -7	92	-6	96	3	5	93	0
> CCN(CC(O)c1cccc(O)c1)C(=O)C12CC3CC(CC(C3)C1)C2 (stereo unspecified)
→ -9	85	-5	85	-1	0	95	-11
> COc1cc(CO)ccc1OCC(=O)N1CCc2ccccc21
→ -15	100	1	103	-2	7	103	8
> COc1cccc(NC(=O)CCC(=O)NCc2ccco2)c1
→ 16	94	-4	86	-8	10	95	3
> CC(=O)Nc1ccc(C(=O)CSc2cc(C)c3cccc(C)c3n2)cc1
→ 2	112	5	140	9	66*	104	1
> Cc1cccc(N(C(=O)CNC(=O)c2ccco2)C(C(=O)NC2CCCC2)c2cccnc2)c1C (stereo unspecified)
→ -11	94	-4	107	0	3	106	-7
> c1ccc(-c2nnc(OCC3CCCO3)c3ccccc23)cc1 (stereo unspecified)
→ -2	84	-17	94	-14	6	85	7
> COC(=O)C1=C(C)N(CCCC(=O)O)C(=O)NC1c1ccccc1OS(=O)(=O)c1ccccc1[N+](=O)[O-] (stereo unspecified)
→ -4	121	-1	90	-7	1	97	-4
> COc1ccc(CN2CCC(C(=O)Nc3ccc(Oc4cccnc4)cc3)CC2)cc1
→ 5	98	3	101	10	5	101	-1
> Cc1ccccc1OCC(=O)Nc1ccc2c(c1)ncn2C
→ 3	111	2	99	10	-2	99	7
> Cn1c(SCc2ccc(C(C)(C)C)cc2)nnc1C1COc2ccccc2O1 (stereo unspecified)
→ -9	138	4	106	5	1	101	0

Further records:
Values run as follows: ZTA DNA inh	LAP4-GFP MLPCN	EBNA-1 inhibitor	MEP2-GFP yeast	procasp7 counter	AHR act	RPL19A-GFP yeast	proCasp3 act
> CC1CC1C(=O)Nc1nc(-c2ccc(Cl)s2)cs1 (stereo unspecified)
→ 3	130	0	64	1	-5	89	-2
> COC(=O)/C=C1\C(=O)N(c2nc3ccc(OC)cc3s2)C(=S)N1c1ccc(F)cc1
→ 1	101	16	105	1	3	98	3
> COc1cc2ccccc2cc1C(=O)Nc1ccc(Cl)cn1
→ -9	84	-3	104	3	53*	107	11
> O=C1CC(SC2=NCCS2)C(=O)N1c1ccc(Br)cc1 (stereo unspecified)
→ 8	87	15	102	3	0	103	-10
> CCCNC(=S)N1CCC(n2cnc3ccccc32)CC1
→ -6	101	2	99	-2	0	93	-5
> Cc1ccc(OCCOc2cccc(/C=N/NC(N)=O)c2)cc1
→ -16	102	7	116	5	20	106	-8
> NC(=O)c1c(NC(=O)c2ccc([N+](=O)[O-])o2)sc2c1CCCC2
→ 11	92[may fluoresce violet]	-6	160[may fluoresce violet]	-3	15	85[may fluoresce violet]	-3
> Cc1ccc(C(=O)COC(=O)c2ccccc2N2C(=O)C3C4CCC(C4)C3C2=O)cc1C (stereo unspecified)
→ 0	108	5	102	2	-4	101	-124
> CC(=O)c1ccc(S(=O)(=O)Nc2ccc(-n3cnnn3)cc2)cc1
→ -15	101	.	101	0	0	104	6
> CCCCc1cc(=O)oc2cc(OCC(=O)NC3CCN(Cc4ccccc4)CC3)ccc12
→ -3	89	-12	105	8	0	99	-2
> CCN(CC)S(=O)(=O)c1ccc(C(=O)Nc2ccc3c(c2)OCCO3)cc1
→ -7	92	2	105	-3	10	96	-4
> Cn1c(=O)n(C)c2cc(NS(=O)(=O)c3ccccc3[N+](=O)[O-])ccc21
→ 13	104	0	102	7	1	99	-1
> CCc1cc(=O)oc2cc(OCC(=O)N(CC)CC)c(Cl)cc12
→ 5	104	-2	104	6	1	98	0
> Cc1ccc(NC(=O)C2CCN(S(=O)(=O)c3ccc(Cl)c(C(F)(F)F)c3)CC2)nc1
→ -7	101	8	98	-2	1	99	2
> Cc1cccc(C)c1OCCNC(=O)CCC(=O)c1ccccc1
→ -10	98	-15	109	-10	7	98	5
> NS(=O)(=O)c1ccc(NC2=CC(=O)C(=O)c3ccccc32)cc1
→ 0	102	2	117	-6	114*	101	2
> Cc1ccc(NC(=O)c2cc([N+](=O)[O-])ccc2N2CCOCC2)cc1S(=O)(=O)N(C)C
→ 18	100	6	105	-5	-2	104	7

4 of the entries above in order of the EBNA-1 inhibitor value, descending:
SMILES,LAP4-GFP MLPCN,EBNA-1 inhibitor,MEP2-GFP yeast,AHR act,RPL19A-GFP yeast,proCasp3 act
COC(=O)/C=C1\C(=O)N(c2nc3ccc(OC)cc3s2)C(=S)N1c1ccc(F)cc1,101,16,105,3,98,3
O=C1CC(SC2=NCCS2)C(=O)N1c1ccc(Br)cc1 (stereo unspecified),87,15,102,0,103,-10
CCN(CC)S(=O)(=O)c1ccc(C(=O)Nc2ccc3c(c2)OCCO3)cc1,92,2,105,10,96,-4
COc1cc2ccccc2cc1C(=O)Nc1ccc(Cl)cn1,84,-3,104,53*,107,11
